Tau ThT inhib = qHTS for Inhibitors of Tau Fibril Formation, Thioflavin T Binding. recombinant tau K18 P301L, heparin-induced fibrillization, ThT fluorescence. Potency, µM (series often up to 57.4 µM), without a hit: top-dose activity, negative = inhibition, actives largely listed as inhibitors. 2.1% of 270,000 active. AID 1460, 2008; also: % is scaled to controls: 0 for no effect and ±100 for the full control effect; nearly all actives have a fitted effect of over 55% in size
Target sequence (P10636 561-689 P618L limits assumed): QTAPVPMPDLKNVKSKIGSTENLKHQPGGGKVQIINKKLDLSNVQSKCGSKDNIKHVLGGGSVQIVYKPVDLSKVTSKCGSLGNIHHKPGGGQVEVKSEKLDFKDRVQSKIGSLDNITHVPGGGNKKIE
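K18 P301L tau (15 uM + 0.24 uM Alexa 594-tagged), heparin 20 uM, NaOAc pH 7, 6 h 37 C; ThT 30 uM, 1 h RT, ex 450/em 510 nm.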
GAA inhib = qHTS Assay for Inhibitors of Human alpha-Glucosidase as a Potential Chaperone Treatment of Pompe Disease; Potency, µM (top dose mostly 76.9 µM), for inactives: at the highest dose activity change, negative = inhibition, usual class: inhibitors; purified human GAA, 4-MU-alpha-glucoside fluorescence; Lysosomal alpha-glucosidase (Homo sapiens), P10253; 0.005% of 200,000 active;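 also: plate controls were uninhibited enzyme wells for no effect and no-enzyme background for full effect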
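Human enzyme at 4 nM with 400 uM 4-methylumbelliferyl-alpha-D-pyranoside, citrate/phosphate buffer pH 5.0, 0.005% Tween-20, 20 min at room temperature. Compounds up to 77 uM. 4-MU fluorescence (Ex 365/Em 440) read after NaOH/glycine stop; AC50 from Hill fit.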
Tau fibril FP = qHTS for Inhibitors of Tau Fibril Formation, Fluorescence Polarization; AID 1468, 2008; 0.39% of 280,000 active; Potency, µM (doses to about 57.7 µM), for the others: at the highest dose activity, negative = inhibition, actives largely listed as inhibitors; Microtubule-associated protein tau (Homo sapiens), P10636; K18 P301L tau heparin fibrillization, Alexa594 FP, 6 h; also: % is scaled to controls: 0 for no effect and ±100 for the full control effect; nearly all actives have a fitted effect of over 55% in size
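Heparin (20 uM) drove fibril formation of recombinant tau K18 P301L, 15 uM unlabeled with 0.24 uM Alexa 594 label, for 6 hr at 37 C in 100 mM sodium acetate pH 7. Fluorescence polarization (555/632 nm) read 1 hr after 30 uM ThT.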
aGlu spleen mod = qHTS Assay for Inhibitors and Activators of Human alpha-Glucosidase From Spleen Homogenate | Lysosomal alpha-glucosidase (Homo sapiens), P10253 | human spleen homogenate, 4-MU-alpha-glucoside fluorescence | Potency, µM (top dose mostly 79.9 µM), without a hit: at the highest dose activity change, negative = inhibition, usual class: inhibitors | 0.006% of 240,000 active | AID 2112, 2009;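 also: 0% = enzyme with vehicle and -100% = no enzyme basal signal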
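Human spleen homogenate (1 ug) with 4-methylumbelliferyl-alpha-D-glucopyranoside (1 mM final) in 50 mM citrate/phosphate pH 5.0, 0.01% Tween-20; 40 min at 37 C. Stopped at pH 10; 4-MU fluorescence Ex 365/Em 440 nm; AC50 by Hill fit.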
GAA glycogen = qHTS Assay for Inhibitors and Activators of Human alpha-Glucosidase Cleavage of Glycogen; recombinant GAA, glycogen substrate, Amplex Red glucose oxidase fluorescence; Potency, µM (highest dose often 76.4 µM), for the others: top-dose activity change, negative = inhibition, hits mostly inhibitors; 0.38% of 300,000 active; Lysosomal alpha-glucosidase (Homo sapiens), P10253;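 also: 0% = full enzyme reaction and -100% = no-enzyme basal signal; the screen sought inhibitors and activators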
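Recombinant human enzyme (4 nM); glycogen substrate; 37 C, 40 min, pH 5.0. Readout: coupled glucose oxidase/Amplex Red fluorescence.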
HTT ATP protect = qHTS Multiplex Assay to Identify Dual Action Probes in a Cell Model of Huntington: Cytoprotection (ATP); PC12 HTT-Q103 induced, cytoprotection, ATP luminescence, 40 h; Potency, µM (doses to about 56.4 µM), for inactives: cytoprotection (ATP increase), usual class: activators; 0.14% of 230,000 active;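 also: % of control where 0% means no effect; nearly all actives have a fitted effect of over 45% in size; toxic huntingtin expression switched on by the ecdysone agonist tebufenozide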
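PC12 cells stably carrying ecdysone-inducible Htt exon 1 (Q103)–GFP were induced with 100 nM tebufenozide (final) alongside library compounds in a dose series. Cytoprotection was scored as retained ATP by ATPlite luminescence.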
aGal spleen mod = qHTS Assay for Inhibitors and Activators of Human alpha-Galactosidase From Spleen Homogenate; Potency, µM (top dose mostly 80 µM), for the others: at the top dose activity change, negative = inhibition, actives largely listed as inhibitors; Alpha-galactosidase A (Homo sapiens), P06280; human spleen homogenate, 4MU-alpha-Gal fluorescence, 40 min; 0.008% of 240,000 active;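 also: 0% = enzyme with vehicle and -100% = no enzyme basal signal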
Target sequence (P06280 32-429 limits assumed): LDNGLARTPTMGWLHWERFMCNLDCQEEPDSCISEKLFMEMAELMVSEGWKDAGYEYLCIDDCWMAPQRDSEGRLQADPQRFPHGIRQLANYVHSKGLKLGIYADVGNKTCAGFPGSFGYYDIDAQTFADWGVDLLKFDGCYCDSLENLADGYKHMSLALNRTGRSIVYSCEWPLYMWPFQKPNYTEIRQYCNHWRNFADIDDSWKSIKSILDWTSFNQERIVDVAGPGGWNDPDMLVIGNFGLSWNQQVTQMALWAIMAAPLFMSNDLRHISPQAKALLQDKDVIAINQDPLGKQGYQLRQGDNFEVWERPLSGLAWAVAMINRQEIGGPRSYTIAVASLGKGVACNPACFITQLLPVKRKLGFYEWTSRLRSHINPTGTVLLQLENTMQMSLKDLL
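Human spleen homogenate (1 ug) as enzyme source, 4-methylumbelliferyl-alpha-D-galactopyranoside 1 mM final, citrate/phosphate pH 5.0 with 0.01% Tween-20. Compounds 40 min at 37C, NaOH/glycine stop; fluorescence Ex 365/Em 440, Hill-fit AC50.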
Tau fluor counter = Counterscreen qHTS for Inhibitors of Tau Fibril Formation, Fluorescence Polarization; Potency, µM (top dose mostly 57.7 µM), for the others: top-dose activity change, negative = decrease; 0.93% of 280,000 active; tau K18 P301L Alexa594 fluorescence, heparin fibrillization; also: % is scaled to controls: 0 for no effect and ±100 for the full control effect; nearly all actives have a fitted effect of over 55% in size
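Human tau K18 P301L (15 uM unlabeled, 0.24 uM Alexa 594-labeled) in 100 mM sodium acetate pH 7 with 20 uM heparin, 6 hr at 37 C. ThT 30 uM added, 1 hr ambient; Alexa 594 FP and total fluorescence read at 555/632 nm.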
Numbers without * were called inactive; ? = inconclusive; . = no result given; [ ] = another dose, or the depositor's remark. Calls follow the shape of the dose curve; as a rule, active = well fitted curve in the direction sought with a large enough effect; inconclusive = small, poorly fitted or top-dose-only effect, or another doubt; inactive = no such curve, though single readings can be large; an effect the other way counts as inactive or inconclusive. Potency is read from the fitted curve at half-maximal effect.

compound	Tau ThT inhib	GAA inhib	Tau fibril FP	aGlu spleen mod	GAA glycogen	HTT ATP protect	aGal spleen mod	Tau fluor counter
N#C/C(=C1\CCCN1)c1nc(-c2ccccc2)cs1	?	-2%	-8%	-1%	-3%	-37%[inhibitor][10 µM]	6%	?
O=C1N(c2ccccc2)C(c2ccccc2)N2CCCN12 (stereo unspecified)	-13%	-2%	3%	0%	-2%	24%[10 µM]	-4%	-16%
Cc1c(C(=O)N2CCN(c3ccccn3)CC2)sc2ncnc(N3CCOCC3)c12	-5%	-6%	10%	-5%	3%	-12%	-17%	-4%
O=C(CSc1nnc2scc(-c3ccccc3)n12)NCC1CCCO1 (stereo unspecified)	0%	-3%	3%	1%	-5%	0%	0%	1%
OCCNc1nc2ccccc2n1-c1ccccc1	-1%	-9%	1%	-7%	-2%	1%	-13%	0%
O=C(c1cccs1)N(c1cccc(Cl)c1)C1C=CS(=O)(=O)C1 (stereo unspecified)	-5%	-4%	0%	1%	-12%	-8%	0%	-6%
CC(C)(C)CC(C)(C)NC(=O)/C=C/C(=O)O	1%	.	-2%	-4%	1%	6%[10 µM]	-11%	0%
O=C(c1ccc(S(=O)(=O)N2CCOCC2)cc1)N(c1ccccc1)C1C=CS(=O)(=O)C1 (stereo unspecified)	-7%	-8%	-4%	-3%	0%	-20%[10 µM]	1%	-12%
CCN(C(=O)C1CCCN(c2ncnc3c2nc2n3CCCCC2)C1)c1cccc(C)c1 (stereo unspecified)	-7%	.	-10%	.	-5%[76.3 µM]	.	.	0%
Cc1cc(NC(=O)COC(=O)C2=COCCO2)c([N+](=O)[O-])cc1C	?	-1%	9%	-1%	-10%	0%[10 µM]	-10%	-15%
O=Cc1ccccc1OCCOc1ccc([N+](=O)[O-])cc1	?	5%	-3%	5%	10%	-39%[inhibitor]	-2%	-23%
COc1ccc(C(=O)N/N=C2\CCc3ccccc32)cc1OC	?	-2%	3%	-4%	-4%	-17%	-3%	1%
Cc1cc(C)c(NC(=S)N(CCN(C)C)C(C)c2cccnc2)c(C)c1 (stereo unspecified)	-8%	8%	-1%	3%	2%	-34%	11%	-6%
COc1cccc(-c2ccc(SCC(=O)NCCc3ccccc3)nn2)c1	-17%	-3%	-1%	-1%	6%	-30%[inhibitor]	6%	-7%
Cc1ccc2c(c1)c1c3n2CCN=C3CCC1	?	?	0%	-3%	-12%	-11%	3%	-15%
O=C(Cn1c2[n+](c3ccc(C(F)(F)F)cc31)CCCCC2)c1ccc2c(c1)OCCO2	-3%	7%	3%	-19%	3%	-7%	-9%	-6%
Cc1ccc(S(=O)(=O)N(C)C(=O)NC(=O)NS(=O)(=O)c2ccccc2)cc1	1%	4%	0%	-1%	9%	1%	2%	2%
O=C(COc1ccc2ccc(=O)oc2c1)OCc1ccccc1	-1%	-5%	-2%	1%	-5%	12%	6%	-4%
CCCCc1nc2sc3c(=O)n(N)cnc3c2c2c1CCCC2	-5%	7%	9%	-7%	19%	18%[10 µM]	-4%	-5%
COc1ccc(C(=O)NC(=S)NNC(=O)[C@H]2C[C@@H]2c2ccccc2)cc1OC	-13%	-6%	2%	-14%	8%	-8%[10 µM]	-3%	-21%
COc1ccc(/C=C(\NC(=O)c2ccc([N+](=O)[O-])cc2)C(=O)N2CCOCC2)cc1	4%	-2%	1%	-1%	8%	14%[10 µM]	1%	2%
Nc1nc2c(ncn2C2OC(CO)CC2O)c(=O)[nH]1 (stereo unspecified)	-2%	.	-6%	-2%	.	.	-1%	-6%
CCCCCOc1ccc(NC(=O)CSc2cccc3cccnc23)cc1	?	?	2%	-9%	-1%	-9%[10 µM]	5%	-8%
O=C(COc1ncnc2scc(-c3ccc(Cl)cc3)c12)NCc1ccco1	-14%	4%	-4%	-3%	-5%	-8%	-3%	-22%
CC1(C)CC(=O)C2=C(C1)c1c(ccc3ccccc13)NC2c1ccco1 (stereo unspecified)	?	?	11%	11%	3%	-30%	?	?
CC(SC1CCCC1)C(=O)Nc1ccnn1C(C)C (stereo unspecified)	-9%	0%	-9%	-14%	-3%	-1%	-1%	1%
CCn1ncc(/C=N/NS(=O)(=O)c2ccc(Cl)cc2)c1C	-6%	-4%	-3%	2%	-2%	7%	3%	-2%
COCCSc1nnc(-c2cccc(C#N)c2)n1C	-9%	-5%	1%	-7%	2%	-17%[10 µM]	-4%	-3%

A draw from above in order of count of non-hydrogen atoms, ascending.
compound	Tau ThT inhib	GAA inhib	Tau fibril FP	aGlu spleen mod	GAA glycogen	HTT ATP protect	aGal spleen mod	Tau fluor counter
CC(C)(C)CC(C)(C)NC(=O)/C=C/C(=O)O	1%	.	-2%	-4%	1%	6%[10 µM]	-11%	0%
CCn1ncc(/C=N/NS(=O)(=O)c2ccc(Cl)cc2)c1C	-6%	-4%	-3%	2%	-2%	7%	3%	-2%
CCCCc1nc2sc3c(=O)n(N)cnc3c2c2c1CCCC2	-5%	7%	9%	-7%	19%	18%[10 µM]	-4%	-5%

A different layout for some results above.
The line under a structure holds: Tau ThT inhib | GAA inhib | Tau fibril FP | aGlu spleen mod | GAA glycogen | HTT ATP protect | aGal spleen mod | Tau fluor counter
O=C(COc1ccc2ccc(=O)oc2c1)OCc1ccccc1
  -1% | -5% | -2% | 1% | -5% | 12% | 6% | -4%
CCCCc1nc2sc3c(=O)n(N)cnc3c2c2c1CCCC2
  -5% | 7% | 9% | -7% | 19% | 18%[10 µM] | -4% | -5%
COc1ccc(C(=O)NC(=S)NNC(=O)[C@H]2C[C@@H]2c2ccccc2)cc1OC
  -13% | -6% | 2% | -14% | 8% | -8%[10 µM] | -3% | -21%
COc1ccc(/C=C(\NC(=O)c2ccc([N+](=O)[O-])cc2)C(=O)N2CCOCC2)cc1
  4% | -2% | 1% | -1% | 8% | 14%[10 µM] | 1% | 2%
Nc1nc2c(ncn2C2OC(CO)CC2O)c(=O)[nH]1 (stereo unspecified)
  -2% | . | -6% | -2% | . | . | -1% | -6%
CCCCCOc1ccc(NC(=O)CSc2cccc3cccnc23)cc1
  ? | ? | 2% | -9% | -1% | -9%[10 µM] | 5% | -8%
O=C(COc1ncnc2scc(-c3ccc(Cl)cc3)c12)NCc1ccco1
  -14% | 4% | -4% | -3% | -5% | -8% | -3% | -22%
CC1(C)CC(=O)C2=C(C1)c1c(ccc3ccccc13)NC2c1ccco1 (stereo unspecified)
  ? | ? | 11% | 11% | 3% | -30% | ? | ?
CC(SC1CCCC1)C(=O)Nc1ccnn1C(C)C (stereo unspecified)
  -9% | 0% | -9% | -14% | -3% | -1% | -1% | 1%

Random draw from the library; any-hit rate near 3.3%.
